Bioassay records deposited in PubChem BioAssay by several laboratories.
phage Ecoli inh – E. coli growth loss with phage present; growth absorbance; inhibition, % at 11.9 µM; 360,000 compounds, 0.26% hits; in the data active = inhibition above about 11%
AddAB inh – less growth of phage-infected E. coli with AddAB | AID 435030 | inhibition, % at 11.9 µM | 330,000 compounds, 0.29% hits | E. coli expressing H. pylori AddAB, absorbance growth; in the data active = inhibition above about 12%;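 note: 0% = vehicle wells of infected cells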
Wnt act – Wnt/beta-catenin pathway activation; Wnt/beta-catenin reporter cell assay, activator, plate reader; activation, % at 9.35 µM; 300,000 compounds, 1.2% hits; in the data active = activation above about 30%, passing the limit was not always enough;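 note: 0% = neutral control wells and 100% = positive control wells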
PvdQ inh – P. aeruginosa PvdQ acylase inhibition. purified PvdQ acylase, fluorescence plate reader. inhibition, % at 10 µM. 340,000 compounds, 0.063% hits. AID 488965; in the data active = inhibition above about 30%, passing the limit was not always enough;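 note: 0% = vehicle neutral wells and 100% = reference inhibitor wells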
Rtt109 Vps75 – inhibitors of Candida albicans Rtt109/Vps75 histone acetyltransferase | inhibition, % at 34.9 µM | Q5AAJ8 | 330,000 compounds, 0.16% hits | purified Rtt109/Vps75, ThioGlo CoA-SH fluorescence, 4 h | AID 540336;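 active = inhibition of at least 50% in every replicate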
Target sequence (Q5AAJ8 whole entry, looked up): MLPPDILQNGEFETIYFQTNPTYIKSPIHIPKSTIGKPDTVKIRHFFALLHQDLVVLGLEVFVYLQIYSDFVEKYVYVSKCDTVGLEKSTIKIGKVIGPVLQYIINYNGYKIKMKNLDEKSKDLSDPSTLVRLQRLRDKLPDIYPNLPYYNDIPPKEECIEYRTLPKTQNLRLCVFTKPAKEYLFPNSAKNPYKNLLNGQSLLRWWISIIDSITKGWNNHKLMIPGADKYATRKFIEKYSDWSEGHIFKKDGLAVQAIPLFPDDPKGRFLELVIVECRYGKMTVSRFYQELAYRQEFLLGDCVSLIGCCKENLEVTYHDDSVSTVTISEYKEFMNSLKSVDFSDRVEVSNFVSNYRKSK
CAL PDZ inh – inhibitors of human CAL PDZ peptide binding; Q9HD26; purified CAL PDZ, TMR-peptide fluorescence polarization, 1 h; 330,000 compounds, 0.02% hits; inhibition, % at 20 µM; AID 504414;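 active = highest replicate inhibition of at least 40%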;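 note: plate controls were DMSO neutral control wells for no effect and unlabeled competitor peptide control wells for full effect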
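Test system: purified CerCALP PDZ construct; Compound dosing: one concentration, 20 µM compound; Also added: TMR-labelled reporter peptide T*-PRC34 bound in PDZ groove; Read-out: inhibition from polarization loss; Controls: unlabelled peptide and DMSO controls; Signal: FP readout, S and P plane fluorescence; Incubation: 1 h at RT.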
PfHsp90 set2 – inhibits growth of yeast expressing Plasmodium falciparum Hsp90. 310,000 compounds, 0.32% hits. S. cerevisiae expressing PfHsp90, BacTiter-Glo ATP, 48 h; yeast lacking PDR1 and PDR3 efflux regulators. inhibition, % at 9.4 µM;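 active = every replicate shows inhibition above about 80%, whatever the replicate mean, limit read from the data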;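 note: 0% = DMSO neutral controls and 100% = 20 µM radicicol positive controls; yeast relying on Plasmodium falciparum Hsp90 in place of its own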
Ecoli viability – counter-screen for AddAB inhibitors: E. coli growth inhibition. E. coli V3065 growth, OD600 absorbance, 18 h. inhibition, % at 11.9 µM. 330,000 compounds, 0.27% hits. AID 449728;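 active = inhibition above the campaign's mean inhibition across all tested compounds plus 3 SD, cut at about 9.9% in these data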;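 note: uninfected addAB+ strain grown without phage in ampicillin broth; 0% = DMSO wells and 100% = ciprofloxacin 0.95 µg/ml wells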
DAGLB inh – diacylglycerol lipase beta (human) inhibition; HEK293T DAGLB membrane lysate, EnzChek fluorogenic substrate; 340,000 compounds, 0.059% hits; inhibition, % at 5.17 µM; AID 504411; Q8NCG7; in the data active = inhibition above about 34%;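 note: 0% = enzyme with vehicle and 100% = wells lacking enzyme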
Target sequence (Q8NCG7 whole entry, looked up): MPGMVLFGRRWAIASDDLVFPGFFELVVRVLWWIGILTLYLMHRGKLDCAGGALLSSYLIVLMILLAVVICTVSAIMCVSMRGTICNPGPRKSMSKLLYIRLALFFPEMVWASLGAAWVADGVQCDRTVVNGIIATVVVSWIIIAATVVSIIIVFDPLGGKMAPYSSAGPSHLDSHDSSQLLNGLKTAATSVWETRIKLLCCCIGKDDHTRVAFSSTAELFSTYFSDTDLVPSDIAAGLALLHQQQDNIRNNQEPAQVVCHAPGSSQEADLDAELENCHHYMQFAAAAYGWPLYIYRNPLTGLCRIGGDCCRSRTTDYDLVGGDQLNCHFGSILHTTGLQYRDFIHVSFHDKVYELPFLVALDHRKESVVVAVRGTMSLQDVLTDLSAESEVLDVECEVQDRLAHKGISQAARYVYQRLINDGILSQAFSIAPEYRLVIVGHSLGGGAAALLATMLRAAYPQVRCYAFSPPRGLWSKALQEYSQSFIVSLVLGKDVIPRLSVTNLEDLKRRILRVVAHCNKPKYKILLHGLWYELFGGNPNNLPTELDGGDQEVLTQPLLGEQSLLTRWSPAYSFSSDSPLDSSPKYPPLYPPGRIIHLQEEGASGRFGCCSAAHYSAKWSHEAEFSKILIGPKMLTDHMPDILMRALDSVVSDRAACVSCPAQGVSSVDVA
Tat export inh – blocks Tat-dependent protein export in E. coli. E. coli MC4100 TorA-mCherry Tat export, fluorescence. inhibition, % at 10 µM. 340,000 compounds, 0.036% hits;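 active = mean replicate inhibition at least 50% and at least half of replicates individually reaching 50%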;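 note: exported cargo escapes ClpAP degradation while cytoplasmic cargo is degraded and loses fluorescence; 0% = median of neutral control wells and 100% = median of NaSCN control wells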
Numbers without * were called inactive; nt = not tested or not shown.

Short keys: A = phage Ecoli inh; B = AddAB inh; C = Wnt act; D = PvdQ inh; E = Rtt109 Vps75; F = CAL PDZ inh; G = PfHsp90 set2; H = Ecoli viability; I = DAGLB inh; J = Tat export inh
[1] Nc1nc(-c2c[nH]c3ccccc23)cs1
  A = 1.5	B = 2.4	C = 3	D = -16	E = 16	F = -0.3	G = 19	H = -1.8	I = 1	J = -1

[2] OCC[C@H]1C[C@@H](O)[C@H](O)[C@]2(CCCc3ccccc3O2)O1
  A = 3.3	B = 2.8	C = -3	D = -8	E = -2	F = 0.4	G = 32	H = 2.1	I = -2	J = 8

[3] COc1ccc(C(=O)O)cc1S(=O)(=O)Nc1ccc(N2CCCCC2)cc1
  A = 3.8	B = 0.7	C = -3	D = -11	E = 6	F = -1.0	G = -1	H = -1.8	I = 2	J = 2

[4] COc1ccc(N2CCN(C(=O)CSc3nc(C)cs3)CC2)cc1
  A = 1.6	B = -0.7	C = -2	D = -9	E = 1	F = -1.6	G = -7	H = -1.4	I = 0	J = -5

[5] CN(C)CCOc1ccc(C(C)(C)c2ccccc2)cc1
  A = -5.2	B = -1.4	C = -6	D = -17	E = 3	F = 1.1	G = -54	H = -0.5	I = 1	J = 2

[6] Clc1nccc(N2CCN(c3ccccc3Cl)CC2)n1
  A = 3.9	B = 0.9	C = -25	D = nt	E = nt	F = nt	G = nt	H = -0.8	I = nt	J = nt

[7] COc1nc(N)c(S(=O)(=O)c2ccccc2)cc1C#N
  A = 0.8	B = -0.8	C = nt	D = 19	E = -1	F = -2.3	G = 0	H = 0.4	I = 0	J = 4

[8] CNC[C@@H]1Oc2ccc(NS(=O)(=O)c3ccc(OC)cc3)cc2CC(=O)N([C@H](C)CO)C[C@@H]1C
  A = nt	B = -0.1	C = nt	D = 0	E = 15	F = -0.9	G = -9	H = -3.1	I = 1	J = -4

[9] Cc1nnc(SCCOc2ccccc2)s1
  A = -0.6	B = 1.7	C = -2	D = 17	E = 8	F = -1.3	G = 12	H = 0.7	I = -2	J = -5

[10] CCc1cc(=O)oc2cc(OC(C)C(=O)NCC3CCC(C(=O)O)CC3)c(Cl)cc12 (stereo not drawn)
  A = 0.8	B = 5.0	C = 0	D = -17	E = -31	F = -1.4	G = -9	H = -2.0	I = -2	J = -10

[11] COc1ccc(S(=O)(=O)Nc2cccc3c2O[C@H](CN(C)S(=O)(=O)c2cccs2)[C@@H](C)CN([C@H](C)CO)C3=O)cc1
  A = 0.6	B = 4.2	C = -3	D = -5	E = 7	F = -1.1	G = -6	H = 1.0	I = -2	J = 3

[12] CN(C(=O)CSc1ncnc2sc(-c3ccccc3)cc12)C1CCS(=O)(=O)C1 (stereo not drawn)
  A = 5.4	B = 2.3	C = 1	D = 8	E = 24	F = -0.8	G = -17	H = -2.6	I = -2	J = -1

[13] Cc1cc(C)cc(NC(=O)CCc2c(C)nn(-c3ccc(N4CCOCC4)nn3)c2C)c1
  A = 2.4	B = 3.4	C = 7	D = -7	E = 0	F = -2.9	G = -1	H = -1.0	I = -4	J = -1

[14] Cc1ccccc1CSc1ccc2nnc(-c3ccccn3)n2n1
  A = 2.4	B = 5.4	C = -2	D = -12	E = 2	F = -2.5	G = -2	H = 0.8	I = -4	J = 1

[15] Cc1ccc(CNC(=O)C(=O)NCC2OCCN2S(=O)(=O)c2ccc(C)cc2)cc1 (stereo not drawn)
  A = 3.3	B = 1.8	C = 3	D = 8	E = -6	F = -0.6	G = -13	H = 0.2	I = 0	J = -1

[16] CCN(CC(=O)N1CCCC1)S(=O)(=O)c1cc(C)ccc1OC
  A = 2.1	B = 0.7	C = -1	D = -2	E = 1	F = 0.3	G = 6	H = -1.3	I = -2	J = -2

[17] CCc1nc2ccccc2n1CC1CC1(Cl)Cl (stereo not drawn)
  A = 2.0	B = 1.7	C = -1	D = -8	E = -1	F = -1.1	G = -17	H = -0.1	I = -4	J = -3

[18] CCOC(=O)N1CCN(S(=O)(=O)c2ccc(C)c([N+](=O)[O-])c2)CC1
  A = 3.1	B = 3.6	C = -2	D = -11	E = -9	F = 0.3	G = 11	H = 1.7	I = 1	J = 4

[19] CC(C)[C@H](NC(=O)Cc1ccccc1)C(=O)OCc1cc(=O)n2c(n1)sc1ccccc12
  A = 0.6	B = 2.5	C = 2	D = -13	E = 2	F = -0.7	G = 6	H = 1.0	I = 5	J = -2

[20] CN(C)/C=C(\C#N)C(=O)Nc1ccc(F)c(Cl)c1
  A = 5.3	B = -2.6	C = 37*	D = -13	E = -12	F = -0.5	G = -8	H = 2.6	I = 0	J = 5

[21] COc1ccc(C(C)=O)cc1CSc1nnc(Nc2ccccc2C)s1
  A = 3.0	B = -1.3	C = nt	D = 3	E = 16	F = -0.1	G = -12	H = -4.9	I = -1	J = 6

[22] Cn1c(=O)c2c(nc(SCCN3CCCCC3)n2Cc2ccccc2)n(C)c1=O
  A = -0.2	B = -0.2	C = 0	D = -6	E = nt	F = -2.5	G = nt	H = -1.2	I = 1	J = 1

[23] O=C(/C=C/c1ccccc1)N(Cc1cccc(Cl)c1)C1CCS(=O)(=O)C1 (stereo not drawn)
  A = 0.7	B = 0.1	C = -3	D = 1	E = 3	F = 0.0	G = 5	H = -0.7	I = -2	J = 13

[24] Cc1ccccc1-c1cc(C(=O)O)nn1CC1CC(c2cccc([N+](=O)[O-])c2)=NO1 (stereo not drawn)
  A = 0.2	B = -0.2	C = 1	D = 1	E = -9	F = -0.1	G = -2	H = -1.3	I = 2	J = 4

[25] C=CCN(C(=O)c1csnn1)C(C(=O)NC1CCCCC1)c1ccc(F)cc1 (stereo not drawn)
  A = 1.0	B = 1.2	C = 11	D = -3	E = -5	F = -3.0	G = 2	H = -0.4	I = 1	J = -5

[26] Cc1ccc(NC(=O)CCCCCN2C(=O)[C@@H]3Cc4ccccc4CN3C2=O)cc1
  A = 2.2	B = 3.2	C = -4	D = -15	E = 0	F = -2.9	G = -30	H = 1.4	I = 0	J = 6

[27] CCOc1cc(/C=N/NC(N)=S)cc(Br)c1OCc1ccccc1C
  A = nt	B = 3.3	C = nt	D = 0	E = 2	F = -1.2	G = -45	H = 1.4	I = 3	J = -6

[28] CC(C)CNC(=O)COC(=O)c1n[nH]c2ccccc12
  A = 0.1	B = 1.4	C = 0	D = -20	E = -8	F = 8.1	G = -17	H = -0.8	I = -2	J = 4

[29] O=S(=O)(c1ccc(OCC(O)CN2CCc3ccccc3C2)cc1)N1CCOCC1 (stereo not drawn)
  A = 2.2	B = 0.1	C = nt	D = 11	E = -4	F = -8.9	G = -17	H = 1.6	I = 0	J = -5

[30] O=c1c(/C=C(\O)c2ccc(F)cc2)nc2ccccc2n1-c1ccccc1
  A = 2.6	B = 2.2	C = nt	D = -5	E = 9	F = -0.8	G = -18	H = 2.4	I = -5	J = -3

Marked active in Wnt act, of those listed so far:
no. | molecule | phage Ecoli inh | AddAB inh | Wnt act | PvdQ inh | Rtt109 Vps75 | CAL PDZ inh | PfHsp90 set2 | DAGLB inh | Tat export inh
20 | CN(C)/C=C(\C#N)C(=O)Nc1ccc(F)c(Cl)c1 | 5.3 | -2.6 | 37* | -13 | -12 | -0.5 | -8 | 0 | 5

Later entries
Short keys: A = phage Ecoli inh; B = AddAB inh; C = Wnt act; D = PvdQ inh; E = Rtt109 Vps75; F = CAL PDZ inh; G = PfHsp90 set2; H = Ecoli viability; I = DAGLB inh; J = Tat export inh
[31] CC(Nc1ccc2c(c1)OCCO2)C(=O)Nc1ccc2c(c1)OCO2 (stereo not drawn)
  A = -0.4	B = -0.5	C = -1	D = -4	E = 0	F = -0.7	G = 7	H = 0.2	I = 2	J = -7

[32] C1CN(CC2CCN(c3nc4nonc4nc3N3CCSCC3)CC2)CCO1
  A = 2.6	B = 2.8	C = -15	D = -12	E = 4	F = 0.0	G = 4	H = 0.3	I = -1	J = 1

[33] COc1ccc(OC)c(NC(=O)C2CC(=O)N(c3ccc(Br)cc3)C2)c1 (stereo not drawn)
  A = 2.4	B = 0.5	C = nt	D = 6	E = -2	F = -2.2	G = 0	H = 0.7	I = 5	J = 5

[34] COc1ccc(-c2csc(/C=C/c3ccc4c(c3)OCO4)n2)cc1OC
  A = 0.9	B = 1.9	C = nt	D = 8	E = 12	F = -1.6	G = -11	H = -4.3	I = -2	J = -5

[35] O=C1NC(O)(c2ccccc2)Oc2ccccc21 (stereo not drawn)
  A = 3.1	B = 5.1	C = 7	D = -13	E = 3	F = -1.1	G = 7	H = 2.0	I = -1	J = -1

[36] C/C(=N\NC(=O)c1ccc(-n2cnnn2)cc1)c1ccc(C)cc1
  A = 0.9	B = 3.6	C = 0	D = -16	E = 3	F = 0.1	G = nt	H = 0.3	I = 2	J = -3

[37] CSc1ncccc1C(=O)NCCc1ccccc1
  A = 4.1	B = -0.4	C = 3	D = -15	E = 2	F = -1.3	G = nt	H = -2.7	I = 0	J = 9

[38] Cc1cnc(C(=O)OCC(=O)NC23CC4CC(CC(C4)C2)C3)cn1
  A = 2.4	B = -1.3	C = -1	D = -8	E = -2	F = -1.1	G = 12	H = -3.5	I = 0	J = -4

[39] C=CCNC(=O)N1CCC(n2nccc2NC(=O)CCc2ccccc2)CC1
  A = 1.3	B = 2.1	C = -3	D = 1	E = -15	F = -0.4	G = -2	H = -0.4	I = 1	J = -7

[40] Cc1ccc(C(=O)Nc2ccc(Cl)cc2C(F)(F)F)c(Cl)c1
  A = 0.8	B = 4.2	C = 14	D = -16	E = -7	F = 0.7	G = -9	H = 0.0	I = -10	J = 1

[41] O=C(CC1Nc2ccccc2NC1=O)Nc1ccccc1 (stereo not drawn)
  A = nt	B = -1.4	C = nt	D = -11	E = -9	F = -3.1	G = 21	H = -1.4	I = 6	J = -5

[42] CCOC(=O)c1c(C)[nH]c(C)c1C(=O)COC(=O)c1cccnc1OCC
  A = -1.1	B = 0.3	C = -2	D = -6	E = 1	F = -0.1	G = -10	H = 0.3	I = -1	J = -1

[43] CC(OC(=O)C1CCN(S(=O)(=O)c2ccc(C(C)(C)C)cc2)CC1)C(=O)N1CCOCC1 (stereo not drawn)
  A = 4.6	B = 2.0	C = -6	D = -4	E = 1	F = -1.3	G = -15	H = -1.2	I = -3	J = 4

[44] CN(CCO)S(=O)(=O)c1ccc2c(c1)C(=NO)c1cc(S(=O)(=O)N(C)CCO)ccc1-2
  A = 2.6	B = 2.4	C = -1	D = -22	E = -16	F = -5.0	G = -36	H = 0.3	I = -1	J = -9

Quoted at random: three entries already listed.
Short keys: A = phage Ecoli inh; B = AddAB inh; C = Wnt act; D = PvdQ inh; E = Rtt109 Vps75; F = CAL PDZ inh; G = PfHsp90 set2; H = Ecoli viability; I = DAGLB inh; J = Tat export inh
[43] CC(OC(=O)C1CCN(S(=O)(=O)c2ccc(C(C)(C)C)cc2)CC1)C(=O)N1CCOCC1 (stereo not drawn)
  A = 4.6	B = 2.0	C = -6	D = -4	E = 1	F = -1.3	G = -15	H = -1.2	I = -3	J = 4

[42] CCOC(=O)c1c(C)[nH]c(C)c1C(=O)COC(=O)c1cccnc1OCC
  A = -1.1	B = 0.3	C = -2	D = -6	E = 1	F = -0.1	G = -10	H = 0.3	I = -1	J = -1

[44] CN(CCO)S(=O)(=O)c1ccc2c(c1)C(=NO)c1cc(S(=O)(=O)N(C)CCO)ccc1-2
  A = 2.6	B = 2.4	C = -1	D = -22	E = -16	F = -5.0	G = -36	H = 0.3	I = -1	J = -9
